Pol eta inh: DNA polymerase eta (human) inhibition; AID 588591; Potency, µM (series often up to 114 µM), for the others: top-dose activity change, negative = inhibition, usual class: inhibitors; 1.2% of 390,000 active; recombinant Pol eta, fluorescent DNA replication assay; also: potency is read from the fitted curve at half-maximal effect; % is scaled to controls: 0 for no effect and ±100 for the full control effect
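Pol eta at 10 nM preincubated with compounds 15 min at room temperature; reaction started with fluorescent substrate (50 nM final) and read kinetically at 0 and 10 min.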
APE1 inh: APE1 (human) endonuclease inhibition | P27695 | recombinant APE1, TAMRA/BHQ-2 abasic DNA cleavage fluorescence | Potency, µM (top dose mostly 65.8 µM), without a hit: at the highest dose activity change, negative = inhibition, hits mostly inhibitors | 0.35% of 350,000 active;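 also: potency is read from the fitted curve at half-maximal effect; plate controls were vehicle for no effect and reference inhibitor for full effect; nearly all actives have a fitted effect of over 55% in size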
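Quantitative HTS: incision of a TAMRA/BHQ-2 double-stranded substrate bearing a tetrahydrofuran abasic site by 0.75 nM APE1 raises fluorescence. Substrate 50 nM final, added after 15 min compound preincubation at room temperature; progress as third-minus-first kinetic read difference.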
ERG-DNA inh: inhibitors of human ERG Ets domain-DNA interaction; AID 624246; 0.028% of 370,000 active; Potency, µM (titrated, usually from 76.9 µM), without a hit: at the highest dose FP activity, negative = inhibition, most hits filed as inhibitors; fluorescence polarization, His-ERG Ets domain / labelled DNA; active = well fitted inhibition curve with a large enough effect in the polarisation, with a control signal flat; inconclusive = small, poorly fitted or top-dose-only effect, or effect the other way, or a change in a side signal; inactive = no such curve, though single readings can be large or run the other way; the % refers to the polarisation;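 also: polarization taken with two DNA probes labelled with fluorescein and Texas red; potency is read from the fitted curve at half-maximal effect; % of control where 0% means no effect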
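His-tagged ERG Ets domain (1 uM in the protein solution; 300mM KCl, 50mM Tris-HCl, 1mM EDTA, 1mM DTT, pH 7.5) received compound, then a probe mix of 5 nM fluorescein-DNA and 100nM Texas-615-DNA. Fluorescence polarization was read for both dyes.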
POLB inh: blocks human DNA polymerase beta activity; 1.3% of 340,000 active; P06746; Pol beta primer extension/strand displacement, fluorescence kinetic; Potency, µM (doses to about 114 µM), for inactives: at the highest dose activity change, negative = inhibition, actives largely listed as inhibitors; also: potency is read from the fitted curve at half-maximal effect; % is scaled to controls: 0 for no effect and ±100 for the full control effect
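Curves were derived by four-parameter Hill fits of normalized qHTS data. The kinetic fluorescent primer-extension read was taken at 0 and 10 min after 50 nM substrate, following a 15 min room-temperature preincubation of 10 nM enzyme with compounds.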
POLK inh: inhibitors of human DNA polymerase kappa | Q9UBT6 | purified Pol kappa, fluorescent DNA synthesis assay, 10 min | Potency, µM (top dose mostly 107 µM), inactives show at the top dose activity, negative = inhibition, most hits filed as inhibitors | 0.53% of 400,000 active; also: potency is read from the fitted curve at half-maximal effect; % is scaled to controls: 0 for no effect and ±100 for the full control effect
Target sequence (Q9UBT6 whole entry, looked up): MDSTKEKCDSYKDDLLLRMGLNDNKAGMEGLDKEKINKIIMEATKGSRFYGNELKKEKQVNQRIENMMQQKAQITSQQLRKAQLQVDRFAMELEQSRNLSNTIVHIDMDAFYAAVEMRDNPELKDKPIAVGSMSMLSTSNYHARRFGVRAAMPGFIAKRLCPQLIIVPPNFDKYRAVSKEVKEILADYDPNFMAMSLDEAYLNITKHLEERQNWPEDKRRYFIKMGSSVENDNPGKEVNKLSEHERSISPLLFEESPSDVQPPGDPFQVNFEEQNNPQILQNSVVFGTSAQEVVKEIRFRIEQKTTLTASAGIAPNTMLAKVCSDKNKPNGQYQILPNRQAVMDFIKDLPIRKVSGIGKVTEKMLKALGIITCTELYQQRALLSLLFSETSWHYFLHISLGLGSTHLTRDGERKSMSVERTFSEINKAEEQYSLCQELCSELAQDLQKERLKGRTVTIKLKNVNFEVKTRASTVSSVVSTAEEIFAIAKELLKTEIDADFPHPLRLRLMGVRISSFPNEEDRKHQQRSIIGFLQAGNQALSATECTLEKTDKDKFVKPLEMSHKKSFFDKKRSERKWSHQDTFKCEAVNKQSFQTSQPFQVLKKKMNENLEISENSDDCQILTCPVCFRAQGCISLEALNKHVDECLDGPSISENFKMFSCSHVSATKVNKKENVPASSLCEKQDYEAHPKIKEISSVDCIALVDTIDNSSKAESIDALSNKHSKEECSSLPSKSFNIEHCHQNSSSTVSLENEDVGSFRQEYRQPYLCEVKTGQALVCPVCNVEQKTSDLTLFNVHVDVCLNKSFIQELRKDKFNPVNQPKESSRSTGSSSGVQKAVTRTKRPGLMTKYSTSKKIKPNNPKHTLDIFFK
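First, compounds were pin-transferred onto 10 nM Pol kappa. After 15 min at room temperature, substrate was added to 50 nM final. Fluorescence was then measured kinetically at 0 and 10 min.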
12-LOX inh: inhibitors of human 12S-lipoxygenase ALOX12; purified 12hLO, xylenol orange hydroperoxide absorbance; Potency, µM (doses to about 108 µM), for inactives: at the top dose activity change, negative = inhibition, most hits filed as inhibitors; 1.1% of 580,000 active; also: potency is read from the fitted curve at half-maximal effect; % is scaled to controls: 0 for no effect and ±100 for the full control effect
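Purified human 12hLO at 150 nM in 25 mM Hepes, 0.01% Triton X-100, pH 7.0, preincubated 15 min at room temperature with compound. Reaction started with 40 uM arachidonic acid, 30 min at room temperature. Hydroperoxide measured by Fe-xylenol orange, 573/405 nm absorbance ratio.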
RGS4 inhibitor: human RGS4 inhibition. P49798. Transcreener GDP fluorescence polarization, RGS4-accelerated GTP hydrolysis. Potency, µM (titrated, usually from 114 µM), for inactives: at the top dose activity change, negative = inhibition, hits mostly inhibitors. 0.039% of 390,000 active. AID 504845; also: potency is read from the fitted curve at half-maximal effect; % is scaled to controls: 0 for no effect and ±100 for the full control effect; nearly all actives have a fitted effect of over 75% in size; some results filed as inactive show a strong effect at the top dose
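MLSMR compounds (23 nl, pin-transferred) preincubated 10 min at room temperature with a 500nM (2x) first reagent, then RGS4 at 900nM (2x) plus Transcreener GDP mix added; fluorescence polarization (620/688 nm) read before and after 90 min at 30 °C.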
LDHA inh: LDHA (human) enzyme inhibition. P00338. purified LDHA, NADH/diaphorase-resazurin fluorescence; hits give low values. activity change, % (values are at about 110 or 230 µM). 0.15% of 480,000 active; in the data active = activity change below about -30%; inconclusive = mostly about -25% to -30%;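 also: plate controls were DMSO wells for no effect and wells without enzyme for full effect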
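Resorufin fluorescence (ex540/em590), read at 0 and 20 min after diaphorase/resazurin addition, reports the NADH left after a 5 min room-temperature reaction of 2 nM human LDH5 with 0.06 mM NADH and 0.2 mM pyruvate.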
Apoferritin bind: binds horse apoferritin like a general anesthetic; AID 485281; Potency, µM (series often up to 77.5 µM), inactives show at the top dose activity change, negative = displacement, actives largely listed as inhibitors; apoferritin/1-aminoanthracene competitive binding, fluorescence; 0.074% of 350,000 active; also: potency is read from the fitted curve at half-maximal effect; % is scaled to controls: 0 for no effect and ±100 for the full control effect; nearly all actives have a fitted effect of over 20% in size
Target sequence (P02791 2-175 limits assumed): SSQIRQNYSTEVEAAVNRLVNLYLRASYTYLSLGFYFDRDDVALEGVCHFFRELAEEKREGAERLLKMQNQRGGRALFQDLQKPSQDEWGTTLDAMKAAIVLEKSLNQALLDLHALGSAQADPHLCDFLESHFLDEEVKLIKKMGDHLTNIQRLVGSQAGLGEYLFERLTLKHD
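Read-out: endpoint 1-AMA fluorescence, excitation 380 nm and emission 535 nm, after compounds sit 10 min at room temperature with 10 uM horse-spleen apoferritin in 50% saturated 1-AMA/PBS. Values come from four-parameter Hill fits.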
Numbers without * were called inactive; i = inactive; ? = inconclusive; . = not tested or not shown; & = joins results of further samples; [ ] = dose if it differs, or a comment. Unless noted, calls follow the shape of the dose curve; as a rule, active = well fitted curve in the direction sought with a large enough effect; inconclusive = small, poorly fitted or top-dose-only effect, or another doubt; inactive = no such curve, though single readings can be large; an effect the other way counts as inactive or inconclusive. These rows are one share of the data; count on the stated rates, not on these rows.

Below each compound – Pol eta inh, APE1 inh, ERG-DNA inh, POLB inh, POLK inh, 12-LOX inh, RGS4 inhibitor, LDHA inh, Apoferritin bind
[1] CCCN1CCN(C(=O)C2CCN(S(=O)(=O)c3ccc4c(c3)NC(=O)C(C)S4)CC2)CC1 (centres undefined)
→ 1%, 9%, 16%, 8%, -1%, 32%[activator], 26%, 0, -12%
[2] O=C(Cn1nnc(-c2cccs2)n1)NCCc1ccccc1
→ -18%, 1%, -1%, 6%, -6%, -20%, -26%, -11, 7%
[3] O=C1N/C(=C\c2ccc(O)cc2)C(=O)c2ccccc21
→ 25µM*, ?, 4%, 2%, -17%, ., ?, 19, -23%
[4] Cc1ccc(Cl)cc1N1CCN(C(=O)CSc2cc(=O)n(C)c3ccccc23)CC1
→ -2%, ., -9%, 16%, -5%, -25%, 15%, -12, -10%
[5] COc1ccccc1NC(=O)c1cc(S(=O)(=O)N2CCC3(CC2)OCCO3)ccc1F
→ -17%, -7%, 3%, 25%, -3%, 0%, 21%, -5, -17%
[6] COc1ccc(NC(=O)CSc2nncn2C)c([N+](=O)[O-])c1
→ -14%, 0%, -1%, 26%, -5%, -19%, 2%, -1, -10%
[7] COc1ccc(C(=O)NCC(=O)NCC(=O)OCC(=O)c2ccc(Br)cc2)cc1
→ -13%, 31%, 2%, -3%, -5%, 2%, 1%, -2, -11%
[8] N#CC(C(=O)CCN1C(=O)C2CC=CCC2C1=O)c1nc2ccccc2[nH]1 (centres undefined)
→ ?, 1%, 6%, ?, 2%, 6%, -31%, 5, -11%
[9] CCOc1ccc2nc(SC3CC(=O)N(c4ccc(OC)cc4)C3=O)sc2c1 (centres undefined)
→ -14%, -5%, 0%, 19%, -7%, 0%, -43%[56.9 µM], -1, -12%
[10] COC(=O)c1ccc(S(=O)(=O)N2CCC(c3nc4ccccc4o3)CC2)cc1
→ -3%, 3%, ., 0%, -3%, 1%, -7%, -6, -13%
[11] CCn1c(SCC(=O)c2[nH]c(C)c(C(C)=O)c2C)nnc1-c1ccccc1
→ 7%, -3%, -10%, 0%, -1%, 55%[activator], -13%, -1, -15%
[12] CC(Oc1ccccc1)C(=O)NC1CCSc2ccccc21 (centres undefined)
→ -7%, 4%, 0%, ., -11%, ?, 25%, -9, .
[13] Cc1ccc(Cl)cc1N1CCN(C(=O)C2CCN(Cc3nc(-c4cccc(Cl)c4)oc3C)CC2)CC1
→ -14%, ., -2%, 30%[activator], -2%, ?, 7%, -11, 2%
[14] CC(=O)N(CCC1(c2ccc(C)cc2)CCOC(C(C)C)C1)Cc1ccco1 (centres undefined)
→ -18%, 16%, 0%, 2%, -3%, 15%, -18%, 8, 5%
[15] C/C(=N\Nc1ccc2nncn2n1)c1ccc(Br)s1
→ -4%, 1%, 5%, -26%, -13%, 212%[activator], -7%, -17, -12%
[16] COc1ccc(OCC(=O)NNC(=O)C2CCN(c3ncnc4sc(C)c(C)c34)CC2)cc1
→ -10%, -10%, ?, ., 13%, 23%, 4%, 0, .
[17] C[C@@H]1O[C@@H](OC[C@H]2O[C@@H](Oc3c(-c4ccc(O)cc4)oc4cc(O)cc(O)c4c3=O)[C@H](O)[C@@H](O)[C@@H]2O)[C@H](O)[C@H](O)[C@H]1O
→ -18%, -18%, -4%, ., -16%, -13%, 2%, 3, .
[18] O=C(Nc1ccncc1)c1c(F)c(F)c(F)c(F)c1F
→ -2%, -7%, -2%, 32%, -3%, 47%, 1%, -13, -2%
[19] COc1cc2c(-c3cc(Br)ccc3O)nc3c(c(C)nn3-c3ccccc3)c2cc1OC
→ -14%, ., 1%, 11%, -13%, -16%, 10%, 0, -7%
[20] COc1ccc(N2CCN(C(=O)C3CCN(C(=O)c4ccccc4Cl)CC3)CC2)cc1
→ -12%, 29%[12.4 µM], 19%, 2%, -8%, -9%, 5%, -7, 2%

A draw from above in order of number of heavy atoms, highest first.
Below each compound – Pol eta inh, APE1 inh, ERG-DNA inh, POLB inh, POLK inh, 12-LOX inh, RGS4 inhibitor, LDHA inh, Apoferritin bind
[17] C[C@@H]1O[C@@H](OC[C@H]2O[C@@H](Oc3c(-c4ccc(O)cc4)oc4cc(O)cc(O)c4c3=O)[C@H](O)[C@@H](O)[C@@H]2O)[C@H](O)[C@H](O)[C@H]1O
→ -18%, -18%, -4%, ., -16%, -13%, 2%, 3, .
[4] Cc1ccc(Cl)cc1N1CCN(C(=O)CSc2cc(=O)n(C)c3ccccc23)CC1
→ -2%, ., -9%, 16%, -5%, -25%, 15%, -12, -10%
[7] COc1ccc(C(=O)NCC(=O)NCC(=O)OCC(=O)c2ccc(Br)cc2)cc1
→ -13%, 31%, 2%, -3%, -5%, 2%, 1%, -2, -11%
[8] N#CC(C(=O)CCN1C(=O)C2CC=CCC2C1=O)c1nc2ccccc2[nH]1 (centres undefined)
→ ?, 1%, 6%, ?, 2%, 6%, -31%, 5, -11%
[3] O=C1N/C(=C\c2ccc(O)cc2)C(=O)c2ccccc21
→ 25µM*, ?, 4%, 2%, -17%, ., ?, 19, -23%

Continued:
Below each compound – Pol eta inh, APE1 inh, ERG-DNA inh, POLB inh, POLK inh, 12-LOX inh, RGS4 inhibitor, LDHA inh, Apoferritin bind
[21] CC(=O)c1cccc(NC(=O)CC2CCCC2)c1
→ -14%, 20%[12.4 µM], -5%, 16%, -6%, -9%, 5%, -3, -16%
[22] O=C(Nc1nc(-c2ccccc2)cs1)c1ccccc1NS(=O)(=O)c1ccc(F)cc1
→ 50µM*, 1%, -1%, 45µM*, -12%, ?, -8%, -10, -7%
[23] CC(C)Sc1cc(Cl)nc(NC(=O)Nc2ccccc2)n1
→ -12%, 43%, -8%, 9%, -8%, -15%, 25%, -3, -5%
[24] COc1cc(SC)ccc1C(=O)NCCCOC(C)C
→ 5%, 0%, 3%, -27%, -3%, -2%, -4%, -3, -5%
[25] CC(C)CNC(=O)CC(=O)N/N=C/c1ccc(F)cc1
→ -19%, 1%, 3%, 1%, 3%, 1%, -41%, 1, ?
[26] O=C(CSc1nnc(NC(=O)c2cc(Br)ccc2Cl)s1)NCC1CCCO1 (centres undefined)
→ -9%, 11%, 5%, -1%, -3%, 21%, 1%, -2, -4%
[27] NS(=O)(=O)c1ccc(N=Cc2ccc(Br)s2)cc1
→ -7%, -2%, 0%, 50%, 7%, -1%, -6%, -3, 1%
[28] Fc1ccc(CNC(=S)NC2CCCCCC2)cc1
→ -8%, 0%, 7%, 15%, -5%, ?, 15%, -4, -20%
[29] Cc1sc2c(c1C)CN(CCN1CCOCC1)CN2C(=O)c1ccccc1
→ -20%, -4%, 1%, 7%, -4%, ?, -11%, 1&-2, -10%
[30] O=C(C1CCN(S(=O)(=O)Cc2ccccc2)CC1)N1CCN(c2ccccc2)CC1
→ -17%, ., -2%, 8%, 9%, -17%, -1%, -11, 124%[activator]
[31] CC(Nc1c([N+](=O)[O-])c(=O)oc2ccccc12)C(Cl)c1ccccc1 (centres undefined)
→ -12%, 1%, 5%, 15%, -9%, 0%, -12%, -5, ?
[32] O=C(O)c1ccccc1Sc1ccccc1S(=O)(=O)NC1CCCCC1
→ -22%, 12%, -1%, 19%, 3%, 0%, -11%, -6, 10%
[33] COc1cccc(CNC(=O)Cn2cc3c(n2)CCCCC3)c1
→ -8%, -3%, 0%, 41%, 2%, 483%[activator], 13%, -9, -13%
[34] CC(=O)Nc1ccc(C(=O)COC(=O)c2nc3nc(C)cc(C)n3n2)cc1
→ ?, -9%, 0%, ., -1%, 40µM*, 13%, -1, .
[35] CCOc1ccc(S(=O)(=O)Nc2ncn[nH]2)cc1
→ -11%, 32%, 6%, 10%, -5%, ?, -4%, -3, 5%
[36] COc1cc2nc(CN(C)CC(=O)Nc3ccc(N4CCOCC4)cc3)[nH]c(=O)c2cc1OC
→ -10%, -2%, -6%, 2%, -1%, 0%, -5%[11.4 µM], 13, -16%
[37] CC(C)N1CCc2c(sc(NC(=O)CCS(=O)(=O)c3ccccc3)c2C(N)=O)C1
→ -7%, 34%, -12%, 0%, 0%, 347%[activator], 4%, 0, 2%
[38] COc1ccc(-c2nnc(SCC(=O)NC3CC3)o2)c(OC)c1
→ 2%, 8%, 3%, ., 0%, -11%, 1%, -7, .
[39] Cc1c(N2C(=O)C(=O)/C(=C(/O)c3ccc(Cl)cc3)C2c2ccccc2)c(=O)n(-c2ccccc2)n1C (centres undefined)
→ -24%, -2%, -2%, -23%, 0%, -26%, 2%, -4, 0%
[40] COc1ccc(Nc2ncc(F)c(N3CCOCC3)n2)cc1
→ -1%, -4%, -1%, 1%, -10%, -4%, 15%, -8, -3%
[41] CN1CCN(C2=Nc3c(Cl)cc(Cl)c4cccc2c34)CC1
→ -16%, -7%, -8%, -3%, -5%, -16%, -22%[56.9 µM], 5, ?
[42] CC(C)(C)NC(=O)CN(Cc1cccs1)C(=O)CNS(=O)(=O)c1ccccc1
→ 6%, 2%, 2%, 3%, -6%, -13%, -2%, 1, -3%
[43] COc1ccc(-c2cn3c(n2)sc2cc(C(=O)NCc4cccs4)ccc23)cc1
→ -9%, ., 4%, 9%, 1%, -28%, -27%, -5, -2%
[44] C[C@@]1(C(=O)O)NCCc2cc(O)c(O)cc21
→ ., 1.8µM*, ., ., 1.8µM*, i, 127%[activator][56.9 µM], ., .
[45] O=[N+]([O-])c1ccc(Sc2n[nH]c(-c3ccncc3)n2)nc1
→ -3%, -1%, -11%, 2%, -10%, ?, -10%, -4, -1%
